# TDP1 cell CPT – DT40-hTDP1 cell growth loss with CPT | 420,000 tested, 12% active | chicken DT40 Tdp1-/-;hTDP1 cells + 20 nM CPT, ATP luminescence, 48 h | AID 686979 | Potency, µM (top dose mostly 46.2 µM), for the others: top-dose activity change, negative = growth inhibition, actives largely listed as inhibitors; further: nearly all actives have a fitted effect of over 55% in size
#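 Cell growth measured by CellTiter-Glo luminescence after a minimum 48 h, 37 C compound exposure with 20 nM CPT in Tdp1-knockout DT40 cells stably expressing hTDP1, seeded 400/well; qHTS titration format.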
# DT40 TDP1 no CPT – qHTS for Inhibitors of human tyrosyl-DNA phosphodiesterase 1 (TDP1): qHTS in cells in absence of CPT. AID 686978, 2013. DT40 Tdp1-/- hTDP1 cells, no CPT, ATP luminescence, 48 h. Potency, µM (highest dose often 46.2 µM), without a hit: at the top dose activity change, negative = growth inhibition, actives largely listed as inhibitors. 420,000 tested, 15% active; further: nearly all actives have a fitted effect of over 55% in size
#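 Chicken DT40 Tdp1-/- cells stably complemented with human TDP1 were seeded at 400 cells/well with DMSO in place of 20 nM camptothecin. After compound pinning, cells grew at least 48 hr at 37 °C; viability read by CellTiter-Glo luminescence.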
# TDP1 block – inhibitors of human tyrosyl-DNA phosphodiesterase TDP1; Q9NUW8; recombinant TDP1, AlphaScreen DNA substrate cleavage; Potency, µM (series often up to 130 µM), for the others: top-dose activity change, negative = inhibition, usual class: inhibitors; 350,000 tested, 0.28% active; AID 485290; further: nearly all actives have a fitted effect of over 40% in size
# Target sequence (Q9NUW8 whole entry, looked up): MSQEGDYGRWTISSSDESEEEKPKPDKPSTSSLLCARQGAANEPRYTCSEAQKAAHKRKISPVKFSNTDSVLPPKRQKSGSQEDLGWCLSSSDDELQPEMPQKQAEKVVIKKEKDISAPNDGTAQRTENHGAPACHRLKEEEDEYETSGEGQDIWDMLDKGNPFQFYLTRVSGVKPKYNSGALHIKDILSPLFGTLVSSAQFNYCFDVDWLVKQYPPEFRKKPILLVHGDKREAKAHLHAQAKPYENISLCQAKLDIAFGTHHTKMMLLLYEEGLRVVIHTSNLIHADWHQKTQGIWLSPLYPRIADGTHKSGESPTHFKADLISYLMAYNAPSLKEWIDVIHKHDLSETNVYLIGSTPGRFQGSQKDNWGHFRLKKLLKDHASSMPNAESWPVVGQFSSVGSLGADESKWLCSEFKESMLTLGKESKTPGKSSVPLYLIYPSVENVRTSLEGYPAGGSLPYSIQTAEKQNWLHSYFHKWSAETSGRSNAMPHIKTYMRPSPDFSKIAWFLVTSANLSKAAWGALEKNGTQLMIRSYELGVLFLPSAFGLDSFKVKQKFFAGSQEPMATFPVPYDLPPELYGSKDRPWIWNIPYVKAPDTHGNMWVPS
#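 Enzyme-compound mixtures sat 15 min at room temperature, followed by a 5 min reaction with 15 nM final substrate and 10 min with AlphaScreen beads. Recombinant human Tdp1 was used at 1 nM final.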
# * = called active by the depositor; ? = inconclusive; . = no result given; & = joins results of further samples; [ ] = remark or other dose. The call rests on the fitted dose curve; in most records, active means well fitted curve in the direction sought with a large enough effect; inconclusive means small, poorly fitted or top-dose-only effect, or another doubt; inactive means no such curve, though single readings can be large; an effect the other way counts as inactive or inconclusive. On the % scale 0 is the no-effect control and ±100 the full control effect; potency means the concentration at half of the fitted maximal effect.
SMILES,TDP1 cell CPT,DT40 TDP1 no CPT,TDP1 block
COc1cc(C(=O)OC(C)C(=O)NCC2CCCCC2)cc(NC(=O)c2ccco2)c1OC (stereo not drawn),?,21µM*,5%
Cc1cc(C(=O)NCC(=O)OCC(=O)N(C)C2CCCCC2)ccc1[N+](=O)[O-],19%,?,5%
CCc1ccc(S(=O)(=O)N2CCN(c3ncccn3)CC2)cc1,-18%,-22%,.
Cc1nc2scc(C)n2c(=O)c1S(=O)(=O)N1CCN(c2ccccn2)CC1,-1%,?,7%[0.0935 µM]
C[C@H]1CN([C@@H](C)CO)C(=O)CCCn2cc(nn2)CO[C@@H]1CN(C)C(=O)Nc1ccc2c(c1)OCO2,-16%,-21%,.
COC(=O)C(Cc1c[nH]c2ccccc12)NC(=O)c1cccc(S(=O)(=O)N2CCCCC2)c1 (stereo not drawn),-7%,-14%,3%
CC(C)Oc1ccc(CCc2nnc(SC(C)C(=O)O)n2-c2ccccc2)cc1 (stereo not drawn),3%,-5%,-2%
COc1nccnc1NS(=O)(=O)c1ccc(NC(=S)NC(=O)c2ccccc2)cc1,-12%,?,-6%
COc1ccc(-c2c(C)nc(N)nc2-c2ccc(OCc3ccc(C)cc3)cc2O)cc1OC,?,5.8µM*,0%
COc1ccc(/C=C/C(=O)c2ccc3c4c(cccc24)CC3)cc1OC,21µM*,16µM*,-1%
CC(=O)Nc1ccc(S(=O)(=O)c2ccnc3cc(Cl)ccc23)cc1,12µM*,9.2µM*,.
CCOc1ccc(NC(=O)COC(=O)C2CC2C)cc1 (stereo not drawn),?,18µM*,0%
COc1ccc(S(=O)(=O)N(C)CC(=O)NCCCn2ccnc2)cc1Cl,-12%,-21%,.
CC1(C(=O)N2CCOCC2)CCCCC1,-8%,9%,.
CC(C)OC(=O)CSc1nc2c(c(C3CC=CCC3)c1C#N)CCC2 (stereo not drawn),?,?,-2%
O=C(O)CC1S/C(=N/N=C2CCCCC2)N(c2ccccc2)C1=O (stereo not drawn),1%,5%,3%
Cc1ccc(C2=NS(=O)(=O)N(C)C(C(=O)N(C)C3CCCCC3)=C2)cc1,?,-21%,.
CCOC(=O)N1CCN(c2cc3nccnc3cc2F)CC1,-10%,-1%,-4%
CCC(=O)Nc1ccc(C(=O)n2nc(C)cc2C)cc1,-21%,?,5%
CCOC(=O)c1c(NC(=O)C2C3C=CC(C3)C2(C)C(=O)O)sc2c1CCCC2 (stereo not drawn),13µM*,18µM*,?

# Three of these compounds, reformatted:
# Screens in order: TDP1 cell CPT, DT40 TDP1 no CPT, TDP1 block
- CC(C)OC(=O)CSc1nc2c(c(C3CC=CCC3)c1C#N)CCC2 (stereo not drawn)
 : ?, ?, -2%
- O=C(O)CC1S/C(=N/N=C2CCCCC2)N(c2ccccc2)C1=O (stereo not drawn)
 : 1%, 5%, 3%
- Cc1ccc(C2=NS(=O)(=O)N(C)C(C(=O)N(C)C3CCCCC3)=C2)cc1
 : ?, -21%, .

# The results go on.
SMILES,TDP1 cell CPT,DT40 TDP1 no CPT,TDP1 block
CC(C)CN(c1ccccc1)S(=O)(=O)c1nnc(NC(=O)C(C)C)s1,1%,-5%,.
COc1ccc(N(C(=O)c2cccc(C)c2)S(=O)(=O)c2ccc(Cl)cc2)cc1,18µM*,?,6%[12.3 µM]
CCOC(=O)Cn1c(C)[n+](CC(=O)c2ccccc2)c2ccccc21,-24%,-17%,0%
CCN1C(=O)c2ccccc2S(=O)c2ccc(C(=O)NCc3ccccc3OC)cc21 (stereo not drawn),?,23µM*,0%
COc1ccc(-c2cc(C(=O)NCCN3CCOCC3)c3cc(C(C)C)ccc3n2)cc1,?,-27%,1%
COc1cccc(/C=N/NC(=O)C(=O)N2CCCC2)c1,-3%,-5%,.
COc1ccc(Cl)cc1S(=O)(=O)N(C)CC(=O)NCCCn1ccnc1,3%,7%,.
O=C(COC(=O)COc1ccccc1)NC1CCS(=O)(=O)C1 (stereo not drawn),-16%,?,0%
O=c1c2ccccc2n(Cc2cccc(Cl)c2)c(=O)n1CCc1ccccc1,?,?,0%
CC1(C)CC(=O)C=C(Nc2cccc(C(F)(F)F)c2)C1,-1%,?,.
O=C(NCc1cccs1)c1ccccc1F,6%,-22%,2%
Cc1c(Cl)ccc(S(=O)(=O)N2CCN(C)CC2)c1Cl,-8%,-23%,.
COC(C(=O)N/N=C(\C)c1ccc(C(C)(C)C)cc1)c1ccccc1 (stereo not drawn),?,?,.
Cc1ccc(/C=N\NC(=O)c2cc(OCC(F)(F)F)ccc2OCC(F)(F)F)cc1,-6%,-17%,4%
O=C(CSc1cc(Cl)ccc1Cl)NCCN1C(=O)CSC1=O,0%,-2%,0%
Fc1ccc(CCNC(=S)Nc2ccc(F)cc2)cc1,?,18µM*,-3%
C=CCn1cn[nH]c1=S,5.2µM*,0%,5%
O=C(CN1C(=O)c2ccc([N+](=O)[O-])cc2C1=O)NCc1ccco1,5%,-1%,0%
CCOC(=O)c1sc2nc(CSc3ccccc3)[nH]c(=O)c2c1C,?,?,3%
O=C(CN1CCN(c2ccccc2F)CC1)NC(=O)NCc1ccccc1,-6%,?,0%

# Record cards, from the list above. Values in the order: TDP1 cell CPT | DT40 TDP1 no CPT | TDP1 block
# CC(=O)Nc1ccc(S(=O)(=O)c2ccnc3cc(Cl)ccc23)cc1 is entered as 12µM* | 9.2µM* | .
# COc1ccc(-c2c(C)nc(N)nc2-c2ccc(OCc3ccc(C)cc3)cc2O)cc1OC is entered as ? | 5.8µM* | 0%
# CCOC(=O)Cn1c(C)[n+](CC(=O)c2ccccc2)c2ccccc21 is entered as -24% | -17% | 0%
# CCC(=O)Nc1ccc(C(=O)n2nc(C)cc2C)cc1 is entered as -21% | ? | 5%
# Cc1nc2scc(C)n2c(=O)c1S(=O)(=O)N1CCN(c2ccccn2)CC1 is entered as -1% | ? | 7%[0.0935 µM]

# Other compounds follow.
SMILES,TDP1 cell CPT,DT40 TDP1 no CPT,TDP1 block
COc1ccccc1-c1cc(C(F)(F)F)nc(S(=O)(=O)CCCC(=O)N2CCOCC2)n1,2.6µM*,2.3µM*,9%
COc1cccc(C(=O)Oc2ccccc2/C=C\C(=O)c2cc3ccccc3o2)c1,6.5µM*,4.6µM*,-8%
OCc1ccccc1-c1ccc2nccn2c1,-15%,-16%,.
CSc1ccc(CN(C)CC(=O)NCc2ccccc2)cc1,-26%,-26%,0%
CCOC(=O)Nc1ccc(C)cc1C,-9%,-1%,-1%
C#CCOc1ccc(/C=C2\SC(=S)N(Cc3cccnc3)C2=O)cc1,3.3µM*,4.6µM*,7%
COc1ccc(C(=O)CSc2nc(C)cc(=O)[nH]2)cc1C,?,-5%,.
Cc1ccc(NC(=O)Cn2nnc3sc(-c4ccccc4)cc3c2=O)cc1Cl,-9%,-2%,5%
O=C(Nc1cccc(-c2cccc(F)c2)c1)C1CCN(Cc2ccc(CO)o2)CC1,?,?,6%
O=C(c1ccc(CS(=O)Cc2ccccc2Cl)o1)N1CCN(c2ccccc2)CC1 (stereo not drawn),?,21µM*,.
Cn1[nH]c(-c2ccccc2)c(/C=N/O)c1=O,?,16µM*,2%
CC(C)(C)c1ccc(-c2nc(NC(=O)CSc3ncnc4sc5c(c34)CCCC5)ns2)cc1,?,4.1µM*,5%
COc1ccc(NC(=O)c2ccccc2)cc1,?,?,1%
CC(=O)c1ccc(N2CCN(C(=O)/C=C/c3cccs3)CC2)cc1,-26%,-25%,-8%
CCN(CC)CCn1c(=S)[nH]c2cc(C(=O)NCc3ccccc3)ccc2c1=O,-14%,-28%,.
COc1ccc(CNS(=O)(=O)c2ccc(C3CNC(=O)C3)cc2)cc1 (stereo not drawn),-30%,-9%,5%
COc1cccc(-c2cnc(C(O)c3cccc(C)c3C)[nH]2)c1 (stereo not drawn),-16%,-18%,.
C[C@H]1CN(C2CCCCC2)C(=O)[C@@H]1CC(=O)Nc1ccc(Br)cc1,-2%,-26%,.
NC(=O)CSc1nnnn1-c1ccc(OC(F)(F)F)cc1,-27%,9%,2%
COc1nc(N)nc(N2CCOCC2)n1,-14%,-1%,0%
O=C(c1ccc(F)cc1)c1cc2ccc(O)cc2oc1=O,?,-24%,.
CCN(Cc1ccccc1)C(=O)CN1C(=O)NC2(CC(C)CC(C)(C)C2)C1=O (stereo not drawn),?,?,3%
Cc1c(C(N)=O)sc2nc(-c3ccccc3)cn12,-3%,-7%,0%
COc1ccc(-c2ccc(/C=C3/C(=N)N4C=CSC4=NC3=O)o2)c([N+](=O)[O-])c1,-30%,?,2%
CC[C@]12c3[nH]c4cc(-c5ccco5)ccc4c3CCN1C(=O)[C@@H](CC(=O)NCCN1CCOCC1)C[C@@H]2C(=O)N1CCN(C(=O)c2ccco2)CC1,-13%,-16%,1%[56.1 µM]
CC(=O)Nc1ccc(NC(=O)CN(c2ccc(F)cc2)S(=O)(=O)c2ccc3c(c2)OCCO3)cc1,1%,-26%,4%
N#Cc1c(C(F)(F)F)cc(-c2cccs2)nc1SCC(=O)O,-23%,0%,0%
COc1ccc(OCc2ccc(-c3nc(C#N)c(N4CCN(c5ccccc5)CC4)o3)o2)cc1,1%,-19%,1%
CC(C)(C)OC(=O)[C@H](Cc1ccccc1)NC(=O)c1nc[nH]c1C(=O)NCc1ccccc1,?,-30%,10%
COc1ccc(C(=O)Nc2ccc(C(=O)N3CCCCC3)cc2)cc1OC,-25%,-16%,-3%
Cc1cc2nc(-c3nnnn3Cc3ccccc3)c(=O)[nH]c2cc1C,?,16µM*,.
CC(O)[C@H]1CNC(=S)N1CCc1cccc(F)c1 (stereo partly drawn),8%,-17%,1%
CCc1nc2ccc(C(=O)NCC3CCCCC3)cn2c1N(C)Cc1nccs1,16µM*,21µM*,.
COc1ccc(-c2nnc(SCC(=O)NCCc3ccc(S(N)(=O)=O)cc3)o2)cc1OC,-27%,13%,-3%
CS(=O)(=O)C1=NSC2=NC(=O)/C(=C\c3cccn3-c3ccc(Cl)cc3)C(=N)N21,3%,8%,79µM*
COCCN(CC(=O)NCc1ccccc1)C(=O)CCC(=O)Nc1nccs1,9%,-1%,-4%
CCCc1[nH]n(-c2nc3ccccc3s2)c(=O)c1C=NCCCN(CC)CC,-7%,2%,9%
COc1ccc(CNC(=O)c2nc(S(=O)(=O)Cc3ccccc3)ncc2Cl)cc1,1.3µM*,1.3µM*,6%&5%

# Source: PubChem
